ADAM17 inh – inhibits human ADAM17. recombinant ADAM17, EDANS/DABCYL FRET peptide cleavage. inhibition, % at 6.95 µM. 370,000 compounds, 0.83% hits. AID 720648;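 active means inhibition above the mean of compounds lying between control limits plus 3 SD, set per campaign, cut at about 8.5% in these data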;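 further: 0% = DMSO-only wells as the low control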
PLCb3 inh – blocks human PLC-beta3 enzyme activity. Q01970. Purified PLC-beta3, fluorogenic substrate, fluorescence. inhibition, % at 12.2 µM. 370,000 compounds, 0.18% hits; in the data active means inhibition above about 11%;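 further: 0% = median of compound wells on plate and 100% = full blocker control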
ASAP1 inh – inhibitors of human ASAP1 ArfGAP activity | inhibition, % at 16.5 µM | ASAP1-stimulated ARF1 GTP hydrolysis, GDP FP detection | Q9ULH1 | AID 624377 | 360,000 compounds, 0.19% hits; in the data active means inhibition above about 25%;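 further: 0% = vehicle with enzyme and substrate and 100% = no enzyme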
Target sequence (Q9ULH1 325-724 limits assumed): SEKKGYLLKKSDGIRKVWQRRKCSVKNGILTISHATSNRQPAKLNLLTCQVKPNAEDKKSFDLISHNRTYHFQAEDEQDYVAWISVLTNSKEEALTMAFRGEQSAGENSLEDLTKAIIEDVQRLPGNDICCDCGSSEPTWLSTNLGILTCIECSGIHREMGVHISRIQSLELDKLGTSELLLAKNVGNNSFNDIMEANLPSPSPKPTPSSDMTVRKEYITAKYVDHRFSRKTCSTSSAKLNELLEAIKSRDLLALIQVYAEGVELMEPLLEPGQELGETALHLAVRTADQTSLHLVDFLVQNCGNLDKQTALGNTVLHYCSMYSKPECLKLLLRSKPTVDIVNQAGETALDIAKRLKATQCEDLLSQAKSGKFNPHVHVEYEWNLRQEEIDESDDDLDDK
PLC-gamma1 inh – blocks human PLC-gamma1 enzyme activity. P19174. purified PLC-gamma1, fluorogenic substrate, fluorescence. inhibition, % at 12.2 µM. 370,000 compounds, 0.84% hits; in the data active means inhibition above about 9.5%
MBD2 DNA inh – inhibitors of human MBD2 binding to methylated oligonucleotide; 370,000 compounds, 0.31% hits; Q9UBB5; inhibition, % at 4.4 µM; TR-FRET; AID 686964; in the data active means inhibition above about 13%
ARFGAP1 inh – inhibitors of rat ARFGAP1; Q62848; Arfgap1-stimulated ARF1 GTP hydrolysis, GDP FP detection; inhibition, % at 16.5 µM; 360,000 compounds, 0.26% hits; AID 651572;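 active means inhibition above a per-plate limit, mean inhibition of low control wells plus 3 SD, cut at about 25% in these data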;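 further: 0% = DMSO wells with enzyme and 100% = wells lacking Arfgap1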
Target sequence (Q62848 1-136 limits assumed): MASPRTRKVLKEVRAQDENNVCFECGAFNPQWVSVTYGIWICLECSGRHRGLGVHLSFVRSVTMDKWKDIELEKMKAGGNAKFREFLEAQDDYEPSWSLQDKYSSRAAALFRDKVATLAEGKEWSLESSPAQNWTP
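material = rat Arfgap1 catalytic domain, aa 1-136 | also added = human ARF1(Δ1-17)-GTP substrate | compound dosing = one concentration, 16.5 µM, DMSO 1.26% | times = GTP hydrolysis reaction 2 h at 25 °C | measured by = FP, GDP Alexa 633 tracer displaced from anti-GDP antibody, 620/688 nm | evaluation = percent inhibition of Arfgap1-stimulated GTP hydrolysis | replication = single well per compound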
Tn7 DDE FP – DD(E)-Tn7 binding inhibition, primary FP screen; P02675; FP displacement of FITC-Tn7 peptide from fibrin DD(E); 0% = median of compound wells per plate; inhibition, % at 8.3 µM; 370,000 compounds, 0.13% hits; AID 720508;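 active means inhibition above the mean of compounds falling within the control limits plus 3 SD of them, cut at about 14% in these data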;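 further: 0% = plate median of compound wells and 100% = 10 µM Aha-Tn7 peptide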
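Assay system: human fibrin DD(E) protein / Input: 2 µM fibrin DD(E) / Benchmarks: high control of 10 µM Aha-Tn7 peptide / Measured by: fluorescence polarization of the labelled Tn7 tracer / Medium: Tris buffer with calcium and detergent, pH 7.8 / Timing: 10 min compound pre-incubation, 3 h probe incubation at room temperature / Repeats: one replicate per compound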
Tn6 DDE FP – inhibitors of Tn6 peptide binding to human fibrin DD(E); P02675; Fibrin DD(E) TRITC-Tn6 fluorescence polarization displacement; inhibition, % at 8.3 µM; 370,000 compounds, 0.21% hits;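 active means inhibition above a per-campaign cutoff: mean of compounds within control limits plus 3 SD, cut at about 15% in these data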;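 further: 0% = median of all compound wells on the plate and 100% = blocking peptide control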
UHRF1 binding – human UHRF1 methylated DNA binding inhibitors; UHRF1 binding to methylated oligo, TR-FRET; 370,000 compounds, 0.75% hits; Q96T88; inhibition, % at 4.4 µM; in the data active means inhibition above about 21%;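 further: UHRF1 SRA domain binding a hemimethylated CpG hairpin DNA probe; 0% = median of test compound wells and 100% = reference inhibitor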
KLK7 zymogen act – proKLK7 (human) activation, primary screen. P49862. purified proKLK7, EDANS-DABCYL substrate fluorescence; 100% is mature enzyme control, 0% vehicle. activation, % at 7 µM. 370,000 compounds, 0.9% hits. AID 652039;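 active means activation above the mean of all tested compounds plus 3 SD, computed per campaign excluding outliers beyond control limits, cut at about 13% in these data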
Target sequence (P49862 whole entry, looked up): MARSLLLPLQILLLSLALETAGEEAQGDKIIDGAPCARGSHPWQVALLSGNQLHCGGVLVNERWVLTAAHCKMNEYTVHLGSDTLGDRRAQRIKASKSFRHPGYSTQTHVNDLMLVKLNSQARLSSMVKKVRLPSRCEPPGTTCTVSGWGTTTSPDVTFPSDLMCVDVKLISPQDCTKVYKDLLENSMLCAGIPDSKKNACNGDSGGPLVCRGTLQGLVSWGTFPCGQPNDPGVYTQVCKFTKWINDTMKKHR
The depositor's hits bear a star; . = no result given.

item	Tn7 DDE FP	KLK7 zymogen act	MBD2 DNA inh	ASAP1 inh	PLC-gamma1 inh	Tn6 DDE FP	ADAM17 inh	ARFGAP1 inh	PLCb3 inh	UHRF1 binding	structure
1	-5	-0.2	-2	-13	2	-4	0	-8	-3	-1	COc1ccccc1N1CCN(c2ccc(-c3ccccc3)nn2)CC1
2	1	0.9	-2	9	5	4	-2	0	5	0	Cc1cccc(C)c1-n1nnnc1C1(C)CCC(=O)N1CCc1ccccc1F (configuration not stated)
3	-3	1.0	1	6	-152	2	-11	-3	-236	1	COc1ccc(C2c3c(oc4ccccc4c3=O)C(=O)N2CCN2CCOCC2)cc1OC (configuration not stated)
4	-3	0.0	1	2	-2	-4	1	16	-4	-2	O=C(C1CCN(S(=O)(=O)c2ccc(Br)s2)CC1)N1CCCCC1
5	2	0.3	4	-7	3	-3	-2	5	-1	16	Cc1c(Cl)cnn1CC(=O)NC1C(=O)N2C(C(=O)O)=C(CSc3nnnn3C)CSC12 (configuration not stated)
6	-5	-0.5	-5	-2	1	4	0	1	1	-3	O=C(NCCCN1CCOCC1)C(=O)N/N=C/c1c(Cl)cccc1Cl
7	1	0.4	-5	-2	-39	2	-9	1	-61	-1	COC(=O)c1c(SCC(=O)NC2CCCCC2)[nH]c2ccccc2c1=O
8	3	0.1	2	-5	1	3	1	-3	1	1	COc1ccccc1NS(=O)(=O)c1ccc(N/N=C/C=C/c2ccccc2[N+](=O)[O-])c([N+](=O)[O-])c1
9	-3	-0.1	0	-14	0	2	-1	-13	1	1	O=C(NCCc1ccccc1F)C1CCCN1S(=O)(=O)c1ccccc1 (configuration not stated)
10	2	0.1	0	5	1	3	7	6	-3	-2	CC(C)NS(=O)(=O)c1ccc(NC(=O)C(C)Oc2ccc(C(=O)c3ccccc3)cc2)cc1 (configuration not stated)
11	5	-0.2	-2	-2	-16	-6	-6	0	-2	6	COc1cc(C(=O)NC(=S)NNC(=O)c2ccc3c(c2)OCO3)cc(OC)c1OC
12	-1	1.2	2	-6	0	3	-4	-10	0	0	Cc1ccc(S(=O)(=O)N2CCCC2C(=O)Nc2nc3c(s2)CCCC3)cc1 (configuration not stated)
13	-5	0.1	-5	4	2	3	2	0	4	-2	Clc1ccc(OCCn2cnc3ccccc32)cc1
14	-6	-0.1	-6	12	3	0	0	7	-5	4	CCOP(=O)(OCC)C(NC(=O)c1ccc(OC)c(OC)c1)c1ccccc1 (configuration not stated)
15	4	0.2	1	-3	1	-2	-4	2	-6	0	COc1cccc(CNC(=O)CN2C(=O)CC(c3ccccc3)=Nc3ccccc32)c1
16	0	0.0	-1	4	2	-10	-1	0	1	2	Cc1occc1C(=O)NNC(=O)c1ccccc1Br
17	8	-0.7	-4	14	4	-1	1	14	1	1	Cc1ccc(N(CC(=O)N/N=C/c2ccc(OCC(N)=O)cc2)S(C)(=O)=O)cc1Cl
18	2	-0.2	4	-3	2	2	-2	-1	0	9	Cc1ccc(SCC(=O)Nc2cccc(C(=O)NC(C)(C)C)c2)cc1
19	2	0.2	-1	2	1	7	-3	7	-3	2	O=C(NCC1(O)CCCCC1)C1CCC(=O)N(Cc2cccc(C(F)(F)F)c2)C1 (configuration not stated)
20	0	-8.0	10	3	-75	-9	-149	13	-127	9	COc1ccc(CN(C(=O)c2snc(C(N)=O)c2N)C(C(=O)NC2CCCC2)c2ccc(OC)cc2)cc1 (configuration not stated)
21	4	-0.7	5	-9	-8	-8	-4	7	-23	3	Cc1ccc(C(=O)CC(=O)c2ccccc2C)c(O)c1
22	-4	0.4	-2	-4	2	-7	0	4	-6	-3	COc1ccccc1CC(=O)Nc1cccc(S(=O)(=O)N2CCOCC2)c1
23	-6	0.1	0	5	6	9	8	8	0	1	CCC/C=C/c1ccc(CN2C(C(C)C)C(=O)N(Cc3cn(CCC4OCCCO4)nn3)CCS2(=O)=O)cc1 (configuration not stated)
24	-7	-0.1	4	0	-3	3	-3	-3	-12	-1	CCOc1ccc(C(=O)CCC(=O)Nc2ccc(C)cn2)cc1

5 entries picked at random from those above:
item	Tn7 DDE FP	KLK7 zymogen act	MBD2 DNA inh	ASAP1 inh	PLC-gamma1 inh	Tn6 DDE FP	ADAM17 inh	ARFGAP1 inh	PLCb3 inh	UHRF1 binding	structure
17	8	-0.7	-4	14	4	-1	1	14	1	1	Cc1ccc(N(CC(=O)N/N=C/c2ccc(OCC(N)=O)cc2)S(C)(=O)=O)cc1Cl
21	4	-0.7	5	-9	-8	-8	-4	7	-23	3	Cc1ccc(C(=O)CC(=O)c2ccccc2C)c(O)c1
20	0	-8.0	10	3	-75	-9	-149	13	-127	9	COc1ccc(CN(C(=O)c2snc(C(N)=O)c2N)C(C(=O)NC2CCCC2)c2ccc(OC)cc2)cc1 (configuration not stated)
24	-7	-0.1	4	0	-3	3	-3	-3	-12	-1	CCOc1ccc(C(=O)CCC(=O)Nc2ccc(C)cn2)cc1
23	-6	0.1	0	5	6	9	8	8	0	1	CCC/C=C/c1ccc(CN2C(C(C)C)C(=O)N(Cc3cn(CCC4OCCCO4)nn3)CCS2(=O)=O)cc1 (configuration not stated)

The list continues:
item	Tn7 DDE FP	KLK7 zymogen act	MBD2 DNA inh	ASAP1 inh	PLC-gamma1 inh	Tn6 DDE FP	ADAM17 inh	ARFGAP1 inh	PLCb3 inh	UHRF1 binding	structure
25	-12	-0.7	-5	0	-1	-8	-2	4	1	-3	CCOC(=O)c1c(C)[nH]c(C(=O)OCC(=O)Nc2sc(C(=O)N(C)C)c(C)c2C(=O)OCC)c1C
26	2	-0.3	1	2	-1	1	-2	0	-5	0	COc1cc(C(=O)NCC(=O)N/N=C/c2cccnc2)cc(OC)c1OC
27	5	-0.6	-4	4	3	-5	-5	-3	0	3	COc1ccc(NC(C)=O)cc1NC(=O)C1CCCN1C(=O)c1cccs1 (configuration not stated)
28	1	0.4	1	-7	-1	-5	1	5	-3	-8	CN(C)c1ccc(NC(=S)NC(=O)/C=C/c2ccc(Cl)cc2)cc1
29	6	0.4	5	7	-3	-2	-13	10	-11	0	COc1ccccc1NC(=O)c1cc2c(CO)cnc(C)c2oc1=Nc1ccc(OC)c(OC)c1
30	2	-0.4	-2	-6	1	-4	1	1	-9	0	Cc1ccc(NC(=O)c2nnn(CC(=O)Nc3ccc4c(c3)OCO4)c2N)cc1C
31	2	0.4	0	-12	3	2	0	-4	-1	-1	CC(Sc1nc(N)cc(=O)[nH]1)C(=O)Nc1sc2c(c1C#N)CCCC2 (configuration not stated)
32	1	-0.2	7	.	0	-3	-4	.	1	4	CC1(c2nnnn2Cc2ccccc2)CCSCC(=O)N1Cc1cccs1 (configuration not stated)
33	-3	-0.1	-3	6	0	6	-5	4	-7	-4	Cc1cccn2c(=O)nc(SCC(=O)N3CCN(c4ccccc4)CC3)nc12
34	-2	0.4	2	-9	4	-3	4	7	-3	0	O=S(=O)(c1ccc(SCc2ccc(Cl)cc2)nc1)N1CCCC1
35	2	-0.2	0	10	0	4	0	4	-4	0	COc1ccc(CNC(=O)COC(=O)CCOc2ccc(C)cc2)cc1OC
36	-4	1.0	0	-2	1	-7	6	1	1	-1	CC(=O)c1cccc(NC(=O)Cc2coc3cc4c(cc23)CCC4)c1
37	1	0.8	-5	-14	0	-7	2	10	-4	-2	CC(C)(CNC(=O)c1ccc(S(=O)(=O)Nc2cccc(C(F)(F)F)c2)cc1)N1CCOCC1
38	2	-0.2	3	-4	3	7	-4	14	0	-2	COC(=O)CSc1nnc2n(C3CCCCC3)c(=O)c3c4c(sc3n12)CCCC4
39	-15	-4.0	-3	-3	-271	-3	-16	-2	-328	3	Cc1cc2c3nonc3ccc2n1-c1ccccc1
40	3	0.7	1	3	0	6	0	-1	1	1	Cc1ccc2c(c1)N(CC(=O)N(Cc1ccccn1)Cc1ccco1)C(=O)C(C(C)C)O2 (configuration not stated)
41	7	0.0	-5	-13	-3	4	1	-4	-17	-12	CC(C(=O)NC1C=CS(=O)(=O)C1)N1C(=O)/C(=C/c2ccc(Cl)cc2)SC1=S (configuration not stated)
42	5	-0.3	-1	-13	-7	5	-4	5	-2	4	O=C(NCc1ccncc1)Nc1cc(Cl)ccc1Cl
43	1	0.0	5	3	1	-4	0	3	1	2	O=C(NNc1ccccc1)C(CCO)C(=O)NNc1ccccc1
44	2	-1.1	-4	8	-16	1	-13	1	-17	0	CCOC(=O)c1ccc2[nH]c3c(c2c1)CN(C)CC3
45	1	0.2	-4	-12	1	-2	-6	3	-9	0	Cn1nccc1C(=O)Nc1ccc2c(c1)OCO2
46	7	2.2	2	2	-97	1	-10	-4	-142	2	C[C@@H]1CN([C@@H](C)CO)C(=O)CCCn2cc(nn2)CO[C@H]1CN(C)C(=O)Nc1ccc(-c2cccs2)cc1
47	6	-0.6	-8	2	-8	12	2	0	-5	-3	Cn1c(-c2sccc2OCc2cccc(C(F)(F)F)c2)n[nH]c1=S
48	-4	-0.2	-6	0	4	1	1	7	5	0	CCN1C2=NCCCN2c2ccccc21
49	3	0.7	3	3	2	5	0	4	-2	0	CC(=O)Nc1nc2ccc(C(=O)NCCOC(=O)C3CCCCC3)cc2s1
50	4	0.2	1	-6	0	-4	-1	-5	-2	-2	O=C(Nc1ccc(F)cc1)c1c(Cl)nc2ccccn12
51	-1	3.4	1	-7	-48	-2	-12	11	-84	-2	CC(C)OCCCN1C=C2C(=O)C(C)(OC(=O)CCc3ccccc3)C(=O)C=C2C=C1c1ccc(C#N)cc1 (configuration not stated)
52	4	1.4	1	-6	-37	-3	-18	3	-60	0	C#CCn1c(=NC(=O)CN2C(=O)CCC2=O)sc2cccc(OC)c21
53	-9	-2.2	-7	16	-25	-8	-13	13	-46	-1	COc1ccccc1/C=C/C=N/NC(=O)c1cc(-c2ccco2)[nH]n1
54	1	0.6	4	-14	0	-1	-3	7	-4	0	COC(=O)c1c(NC(=O)CN2CCN(Cc3ccc4c(c3)OCO4)CC2)sc(C)c1C
